# FN deposit inh = inhibitors of fibronectin matrix deposition, primary screen, AH1F cells, Alexa488-fibronectin fluorescence, plate reader; AID 743247, 2014; AH1F fibroblasts, overnight; actives 0.086% (n = 350,000); inhibition, % at 12.6 µM;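 active = mean inhibition across replicates of 30% or more, regardless of how many single replicates reach that level; inconclusive = mean under 30% yet at least half of replicates reach 30%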;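 note: positive control wells lacked labelled fibronectin entirely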
#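 Material: AH1F fibroblast monolayer depositing Alexa488-labelled fibronectin into matrix / Amount: 10000 AH1F cells per well / Signal: fluorescence 485/525 nm / Medium: DMEM, 2% serum / Compound: single dose, pinned / Incubation: 1 h cell adhesion before compound, then overnight fibronectin incubation / Reagent: Alexa488-FN, 24 nM final / Read-out: inhibition of fibronectin deposition signal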
# EWS-Fli block = EWS/Fli-driven NR0B1 reporter inhibitors, primary screen, A673 cells, NR0B1 luciferase, luminescence, MLPCN library. viability-normalised. inhibition, % at 12.6 µM. actives 0.67% (n = 350,000). AID 651661, 2012;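 active = mean inhibition of at least 50% after viability correction, with every replicate also passing that limit; inconclusive = mean reaches 50% but only one of two replicates passes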;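 note: firefly luciferase signal divided by Alamar Blue viability fluorescence both relative to DMSO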
# INS-1E GSIS act = GLuc luminescence reporter in INS-1E cells, primary screen for activators of glucose-dependent secretion of insulin. INS-1E GLuc reporter insulin secretion, 2-3 h. activation, % at 16.6 µM. actives 0.61% (n = 370,000). AID 743287, 2014;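 active = lowest replicate activation of at least 40%, so every replicate reaches that level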;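 note: 0% = median of neutral control wells and 100% = median of IBMX positive control wells; some compounds called inactive have numbers as strong as hits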
# miR122 inh = miR-122 Renilla sensor signal increase in Huh7, primary screen, miR-122 inhibitor project, cell-based, single point, plate reader | actives 0.3% (n = 340,000) | Huh7 miR-122 Renilla luciferase sensor, 48 h; neutral wells = 0, positive control = 100 | activation (reporter increase), % at 12.5 µM;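 active = mean replicate activation score at least 90 and every replicate individually at or above 90; inconclusive = only one of the two criteria met; inactive = neither criterion met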;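 note: higher luciferase means less miR-122 activity so hits act as miR-122 inhibitors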
# DENV2 CPE rescue = inhibitors of DENV2 cytopathic effect, primary screen, cell-based, plate reader, single concentration. DENV2-infected cells, cytopathic effect rescue. actives 1.7% (n = 350,000). CPE inhibition, % at 9.99 µM. AID 651640, 2012; in the data active = CPE inhibition above about 20%, passing the limit was not always enough; inconclusive = no clear call, values can overlap the other calls; tested in BHK-21 cells;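 note: 0% = median of neutral control wells and 100% = median of positive control wells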
# F508del corr = F508del CFTR correction, initial screen, CFBE line, single point; AID 720511, 2013; activity (quench increase), % at 7.58 µM; CFBE cells, YFP halide quenching; stimulated with forskolin plus potentiator P3; % fluorescence drop versus neutral controls; actives 0.36% (n = 350,000);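 active = mean added fluorescence quench of at least 8% versus neutral control, with both replicates also reaching 8%; inconclusive = only one of the mean or replicate conditions met; inactive = mean below 8% and not both replicates reaching 8%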;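 note: cells transiently co-express mutant CFTR-F508del with the halide-sensitive YFP; corrector assay measuring rescue of mutant channel to the surface after 24 h compound exposure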
# PAX8 inh HTS = inhibitors of PAX8-driven TPO luciferase reporter, primary screen, RMG-I cells, single concentration | SteadyGlo, 24 h | inhibition, % at 12.6 µM | actives 1.2% (n = 360,000) | AID 652154, 2013;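 active = mean replicate inhibition at least 60% with every replicate also reaching 60%; inconclusive = only one of the two criteria is met; inactive = mean below 60% and not all replicates reaching 60%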;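 note: luciferase light reporting Pax8 driven TPO promoter activity; plate controls were median of neutral control wells for no effect and mitoxantrone controls for full effect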
# Starred values were filed as active, the others as inactive; ? = inconclusive; · = no result given; & = joins results of further samples; [ ] = remark or other dose.
SMILES,FN deposit inh,EWS-Fli block,INS-1E GSIS act,miR122 inh,DENV2 CPE rescue,F508del corr,PAX8 inh HTS
COCCNC(=O)c1c(N)n(CCC2=CCCCC2)c2nc3ccccc3nc12,8,·,·,4,·,·,13
O=C1CC2(CCCC2)Oc2ccc(F)cc21,-11,4,5,-7,-11,-0.5,11
O=C(CN1C2=NCCN2c2ccccc21)c1ccc(Br)s1,-2,-5,13,-1,4,1.5,5
CC(=O)Nc1cccc(NS(=O)(=O)c2cc3c4c(c2)CCN4C(=O)CC3)c1,-3,-5,2,5,14,-1.8,-4
CC(C)CC#Cc1cnc2c(c1)C(=O)N([C@@H](C)CO)C[C@H](C)[C@@H](CN(C)C(=O)c1ccccc1)O2,·,8,-33,-1[16.7 µM],5,-6.4,·
C[C@@H]1CN([C@H](C)CO)C(=O)c2cc(NS(=O)(=O)c3cn(C)cn3)ccc2O[C@@H](C)CCCCO[C@H]1CN(C)Cc1ccccc1,9,-1,24,6[16.7 µM],-13,-2.5,-20
CCCNC(=O)C1(C)CCCN(C(=O)C(c2ccccc2)c2ccccc2)C1 (stereo not given),-2,5,-6,3,11,1.6,-18
Cc1ccc(-c2ccc3c(c2)O[C@H](CN(C)S(C)(=O)=O)[C@@H](C)CN([C@H](C)CO)S3(=O)=O)cc1,1,-10,-8,21[16.7 µM],-6,-1.2,·
CCOc1ccc(Nc2cc3n(c(=O)n2)CCc2cc(OC)c(OC)cc2-3)cc1,15,-10,32,-5,0,3.1,-18
Cc1ccc(S(=O)(=O)C(CCC(=O)N2CCOCC2)S(=O)(=O)c2ccc(C)cc2)cc1,5,·,·,-3,·,·,2
C[C@H](CO)N1C[C@H](C)[C@H](CN(C)C(=O)CCCN(C)C)OCCCC[C@H](C)Oc2ccc(NC(=O)Cc3ccccc3)cc2C1=O,-6,-14,11,-1[16.7 µM],98*,-2.7,-5
C[C@H]1CN([C@@H](C)CO)C(=O)c2cc(NS(=O)(=O)c3ccc(F)cc3)ccc2O[C@H]1CN(C)C,0,0,26,7[16.7 µM],19,-1.3,-11
C/C=C/C(=O)OCC(=O)Nc1cc(-c2cc(C)c(C)cc2C)nn1-c1ccccc1,-9,4,10,4,-8,·,-12
COc1ccccc1OCCSc1nc2ccc([N+](=O)[O-])cc2s1,2,·,-30,·,·,·,-4
CNC(=O)COc1coc(CN2CCN(c3ccc(OC)cc3)CC2)cc1=O,-3,4,8,-3,-1,1.3,-6
O=C1CCc2cc(NS(=O)(=O)c3ccc(Br)cc3)cc3c2N1CC3,-4,-12,4,·,1,-1.5,-19
CN(C)CCNC(=O)c1onc(CSc2ccc(F)c(F)c2)c1C(=O)NCCN(C)C,3,4,-12,2,-13,0.9,-12
CC(CO)(CO)NC(=O)c1ccc(=O)[nH]n1,0,-18,12,-8,-5,1.1,-6
N=c1oc2ccc3ccccc3c2cc1-c1nc(-c2ccccc2)cs1,-3,12,2,-2,-2,·,14
Cc1ccc(S(=O)(=O)Nc2ccc3c(c2)C(=O)N([C@H](C)CO)C[C@@H](C)[C@@H](CN(C)C(=O)Nc2c(C)noc2C)O3)cc1,-4,-1,0,-2[16.7 µM],0,-0.5,6

# Profiles, looked up by structure. Order of screens: FN deposit inh | EWS-Fli block | INS-1E GSIS act | miR122 inh | DENV2 CPE rescue | F508del corr | PAX8 inh HTS
# O=C(CN1C2=NCCN2c2ccccc21)c1ccc(Br)s1 as listed: -2 | -5 | 13 | -1 | 4 | 1.5 | 5
# CCCNC(=O)C1(C)CCCN(C(=O)C(c2ccccc2)c2ccccc2)C1 (stereo not given) as listed: -2 | 5 | -6 | 3 | 11 | 1.6 | -18

# (continued)
SMILES,FN deposit inh,EWS-Fli block,INS-1E GSIS act,miR122 inh,DENV2 CPE rescue,F508del corr,PAX8 inh HTS
NC(=O)C1CC(=O)N(c2ccc(OCc3c(F)cccc3Cl)cc2)C1 (stereo not given),2,6,6,·,11,0.4,6
N#Cc1ccc(-c2ccc([C@@H]3[C@H](CO)N4C(=O)CNC[C@@H]34)cc2)cc1,-1,-3,13,·,-2,-1.8,-5
O=[N+]([O-])c1ccc(C=NNc2ccc(S(=O)(=O)O)cc2)cc1,8,6,-15,-5,0,-1.5,-1
COc1ccccc1C#Cc1cnc2c(c1)C(=O)N([C@H](C)CO)C[C@@H](C)[C@@H](CN(C)C)O2,5,-9,25,4[16.7 µM],-4,1.3,·
CCS(=O)(=O)Nc1ccc2c(c1)C(=O)N(C)[C@@H]1CC[C@H](CC(=O)NC3CCCCC3)O[C@@H]1CO2,1,1,-1,-4[16.7 µM],2,-0.1,-9
COC(=O)N(C)C[C@@H]1OCc2ccccc2-c2c(n(C)c3ccccc23)C(=O)N([C@@H](C)CO)C[C@@H]1C,5,-15,-10,·,-3,1.3,·
CCSc1nc2c(c(=O)[nH]c(=O)n2C)n1CC(O)COc1ccccc1 (stereo not given),0,-5,-10,·,5,0.7,36
COC(=O)c1sccc1NC(=O)c1ccoc1C,·,7,2,-3,5,-2.1,·
CSc1nc(-c2ccco2)nn1C(=O)c1ccccc1Cl,4,0,4,-3,-1,0.2,-9
O=C(Nc1ccccc1O)C(c1ccccc1)c1ccccc1,4,30,-53,·,7,3.5,13
CCN(CC)CCCNC(=S)N1CCN(c2nc(-c3ccc(F)cc3)cs2)CC1,-3,61*,36,-3,-1,-5.2,34
CN1CCN(Cc2cc(=O)oc3ccc(Cl)cc23)CC1,-5,·,·,0,·,·,1
CCS(=O)(=O)c1ccc2c(c1)N(S(=O)(=O)c1cccs1)CC(C(=O)O)O2 (stereo not given),9,·,11,-7,11,-2.1,0
CN(C)CC(=O)N1[C@@H](C#N)[C@H](c2ccccc2-c2ccccc2F)[C@@H]1CO,0,1,-9,·,-5,-1.4,·
Cc1ccc(S(=O)(=O)N(C)C[C@H]2OCc3cn(nn3)CCCC(=O)N([C@@H](C)CO)C[C@@H]2C)cc1,15&-3,-2&2&3,1&8,-4,-11&-6&6,1.2&1.9&0.6,4&-22
COc1ccc2c(CCNC(=O)c3ccc([N+](=O)[O-])cc3)c[nH]c2c1,0,13,-3,·,5,0.2,10
Cc1ccc(-c2nc(-c3ccc(Cl)cc3)sc2CC(=O)O)c(C)c1,·,-19,-12,·,·,1.2,-1
Cc1ccccc1-c1ccc2c(c1)O[C@@H](CN(C)C(=O)Nc1ccccc1)[C@@H](C)CN([C@H](C)CO)S2(=O)=O,·,-5,-45,-5[16.7 µM],3,1.7,-20
CCOc1cc(/C=N/NC(=O)CCn2nc(C)cc2C)ccc1O,-2,-8,53*,·,13,0.9,-4
O=C(C1CC(=O)N(c2ccc(Cl)cc2)C1)N1CCCCCC1 (stereo not given),3,-3,-5,-3,-4,-1.9,-1
CC(=O)c1ccc(OCc2nnn(CC(=O)O)c2-c2ccccc2)cc1,-5,-1,7,-1,-4,-2.1,8
CCn1c(=O)c2sccc2n(CC(=O)NC2CCCCC2)c1=O,2,5,7,·,6,-0.5,8
Cc1csc(NC(=O)CSc2ccc3nnc(-c4ccncc4)n3n2)n1,4,6,4,·,-8,·,-11
O=C(CC1Oc2ccccc2NC1=O)NC1CC1 (stereo not given),-2,-3,12,-1,7,0.3,-18
CN(C)C(=O)c1ccc(-c2ccccc2[C@@H]2[C@@H](C#N)N(C(=O)C3CCCCC3)[C@H]2CO)cc1,-9,-1,-10,·,12,-0.1,4
NC(=O)CSc1nc(C2CC2)nc2sc3c(c12)CCCC3,-8,-125,4,·,3,3.9,-202
CCC(=O)N1[C@@H]2c3ccc(-c4cncnc4)c(=O)n3C[C@H]1[C@H](CO)[C@H]2C(=O)N1CCc2ccccc2C1,·,-13,-1,1[16.7 µM],·,-2.2,-9
COc1ccc2c3c([nH]c2c1)[C@@H](CO)N(C(=O)c1ccncc1)CC31CCN(C(=O)C2CCC2)CC1,·,-4,1,·,-8,0.3,·
CCOc1ccc(CCN2C(=O)C(=O)N([C@@H](Cc3ccccc3)CN3CCC[C@@H]3CN3C(=O)C(=O)NC[C@@H]3Cc3ccc(O)cc3)C[C@@H]2Cc2ccccc2)cc1,-3,7,5,-2,-11,-0.4,5
CN(C)/C=C/C(=O)c1cnc(-c2ccccn2)s1,-6,-54,3,-3,?,1.1,-108
COc1ccccc1NC(=O)N[C@H]1CC[C@H](CC(=O)N[C@H](C)c2ccccc2)O[C@@H]1CO,0,0,5,·,0,-0.2,6
Nc1ncnc(Nc2ccc(S(N)(=O)=O)cc2)n1,0,-6,9,·,-2,-0.2,-1
COc1ccccc1/C=C/C(=O)NCCc1ccccn1,3,-89,6,-2,-4,-1.7,-156
CCS(=O)(=O)N1CCN(C(=O)CCC2CCCC2)CC1,-2,·,·,1,·,·,-4
CC(C(=O)Nc1ccc([N+](=O)[O-])cc1Cl)N1CCN(S(=O)(=O)c2cccs2)CC1 (stereo not given),·,0,0,-3,-5,3.3,12
Nc1c(C(=O)Nc2cccc(F)c2)nnn1-c1ccc2c(c1)OCCO2,2,12,-16,-11,0,-1.0,-93
O=C(Cc1ccccn1)NCC[C@H]1CC[C@H](NC(=O)CN2CCOCC2)[C@H](CO)O1,-14,3,3,·,12,0.2,-21

# Among those listed so far, these contain a halogen:
SMILES,FN deposit inh,EWS-Fli block,INS-1E GSIS act,miR122 inh,DENV2 CPE rescue,F508del corr,PAX8 inh HTS
O=C1CC2(CCCC2)Oc2ccc(F)cc21,-11,4,5,-7,-11,-0.5,11
O=C(CN1C2=NCCN2c2ccccc21)c1ccc(Br)s1,-2,-5,13,-1,4,1.5,5
C[C@H]1CN([C@@H](C)CO)C(=O)c2cc(NS(=O)(=O)c3ccc(F)cc3)ccc2O[C@H]1CN(C)C,0,0,26,7[16.7 µM],19,-1.3,-11
O=C1CCc2cc(NS(=O)(=O)c3ccc(Br)cc3)cc3c2N1CC3,-4,-12,4,·,1,-1.5,-19
CN(C)CCNC(=O)c1onc(CSc2ccc(F)c(F)c2)c1C(=O)NCCN(C)C,3,4,-12,2,-13,0.9,-12
NC(=O)C1CC(=O)N(c2ccc(OCc3c(F)cccc3Cl)cc2)C1 (stereo not given),2,6,6,·,11,0.4,6
CSc1nc(-c2ccco2)nn1C(=O)c1ccccc1Cl,4,0,4,-3,-1,0.2,-9
CCN(CC)CCCNC(=S)N1CCN(c2nc(-c3ccc(F)cc3)cs2)CC1,-3,61*,36,-3,-1,-5.2,34
CN1CCN(Cc2cc(=O)oc3ccc(Cl)cc23)CC1,-5,·,·,0,·,·,1
CN(C)CC(=O)N1[C@@H](C#N)[C@H](c2ccccc2-c2ccccc2F)[C@@H]1CO,0,1,-9,·,-5,-1.4,·
Cc1ccc(-c2nc(-c3ccc(Cl)cc3)sc2CC(=O)O)c(C)c1,·,-19,-12,·,·,1.2,-1
O=C(C1CC(=O)N(c2ccc(Cl)cc2)C1)N1CCCCCC1 (stereo not given),3,-3,-5,-3,-4,-1.9,-1
CC(C(=O)Nc1ccc([N+](=O)[O-])cc1Cl)N1CCN(S(=O)(=O)c2cccs2)CC1 (stereo not given),·,0,0,-3,-5,3.3,12
Nc1c(C(=O)Nc2cccc(F)c2)nnn1-c1ccc2c(c1)OCCO2,2,12,-16,-11,0,-1.0,-93
